# Screens from PubChem BioAssay.
# MT1-MMP act inh = blocks activation of human MT1-MMP. P50281. HT1080 RFP-PRO-GFP cells, GFP/RFP ratio fluorescence, overnight; percent of plate control window, DMSO zero. GFP/RFP ratio change, % at 20 µM. 360,000 tested, 0.061% active;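 active means GFP/RFP ratio change of at least 30% with cell ATP level not reduced by more than half and red fluorescence within 50% of control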; further: strong numbers were not always called active
#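 Test system: HT1080 cells expressing an RFP-PRO-GFP fluorescent reporter construct / Compound dosing: single-point 20 µM compound, 1% DMSO / Schedule: cells overnight before dosing, compound overnight, 37 °C, 5% CO2 / Evaluation: GFP/RFP fluorescence ratio / Control set: DMSO and RFP-L50D-GFP cell wells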
# Rin1-Abl PPI inh = blocks binding of human Rin1 to Abl; inhibition, % at 7.35 µM; TR-FRET Rin1/Abl binding, biochemical; 360,000 tested, 0.4% active; in the data active means inhibition above about 5%, passing the limit was not always enough
# FAS TE block = inhibitors of human fatty acid synthase thioesterase domain; recombinant FAS-TE, OMFH fluorogenic substrate, fluorescence endpoint; inhibition, % at 15 µM; 360,000 tested, 0.67% active;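 active means compounds whose normalised, plate-corrected inhibition of enzyme fluorescence in the single-dose primary screen is 50% or more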;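 further: 0% = DMSO with enzyme and 100% = substrate without enzyme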
# Neddylation inh = cullin neddylation inhibition | P61081+Q13564 | TR-FRET cullin neddylation, biochemical | calls only at 25 µM | 360,000 tested, 0.58% active | AID 651699; in the data active means inhibition above about 36%
# Target sequence (P61081 whole entry, looked up): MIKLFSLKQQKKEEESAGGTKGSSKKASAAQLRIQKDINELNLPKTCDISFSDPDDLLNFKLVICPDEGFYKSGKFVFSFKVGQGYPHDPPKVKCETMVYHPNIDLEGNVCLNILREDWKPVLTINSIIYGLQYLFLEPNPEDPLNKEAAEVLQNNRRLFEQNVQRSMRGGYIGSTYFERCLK
# Target sequence (Q13564 whole entry, looked up): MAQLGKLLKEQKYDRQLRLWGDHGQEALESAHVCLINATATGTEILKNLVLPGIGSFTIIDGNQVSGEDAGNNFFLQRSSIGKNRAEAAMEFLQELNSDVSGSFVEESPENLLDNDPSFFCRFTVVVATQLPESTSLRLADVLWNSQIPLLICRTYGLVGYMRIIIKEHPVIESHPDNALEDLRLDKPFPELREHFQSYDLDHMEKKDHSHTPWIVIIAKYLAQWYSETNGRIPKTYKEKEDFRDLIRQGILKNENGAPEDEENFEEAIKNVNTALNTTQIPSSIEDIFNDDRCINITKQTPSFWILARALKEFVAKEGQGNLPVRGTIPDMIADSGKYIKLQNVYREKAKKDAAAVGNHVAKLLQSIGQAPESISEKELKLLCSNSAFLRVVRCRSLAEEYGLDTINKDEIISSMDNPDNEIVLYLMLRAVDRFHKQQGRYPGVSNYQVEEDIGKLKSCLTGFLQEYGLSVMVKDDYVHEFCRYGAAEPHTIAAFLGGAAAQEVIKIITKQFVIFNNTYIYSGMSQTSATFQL
# SKN-1 block = blocks SKN-1 activity in C. elegans; C. elegans VP596 Pgst-4::GFP/RFP ratio, acrylamide-induced, 24 h; inhibition, % at 21.8 µM; 360,000 tested, 0.49% active; AID 624304;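 active means interference check ratio from 0.5 to 1.5 plus GFP to RFP signal ratio inhibition reaching or exceeding a fixed threshold, cut at about 30% in these data, passing the limit was not always enough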; further: some compounds called inactive have numbers as strong as hits
# CendR NRP1 mod = alters CendR peptide binding to human NRP-1; FAM-RPARPAR peptide binding to NRP-1, fluorescence polarization; inhibition, % at 25 µM; 360,000 tested, 0.85% active; AID 602438;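 active means inhibition or corrected inhibition above about 18%, plus a signal ratio from 0.5 to 1.5, limit read from the data, passing the limit was not always enough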; further: strong numbers were not always called active
# MLLE-PAM2 inh = inhibitors of microRNA-mediated deadenylation, human PABP1 MLLE binding; P11940; GST-MLLE / FITC-PAM2 fluorescence polarization; inhibition, % at 20 µM; 360,000 tested, 0.36% active; in the data active means inhibition above about 35%, passing the limit was not always enough;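 further: plate controls were DMSO wells with GST-MLLE for no effect and wells lacking GST-MLLE protein for full effect; some results filed as inactive read as strong as hits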
# E coli Lon inh = inhibits E. coli Lon protease. P0A9M0. purified E. coli Lon protease, fluorescence polarization. inhibition, % at 7.94 µM. 360,000 tested, 0.42% active; in the data active means inhibition above about 13%, passing the limit was not always enough;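 further: 0% = enzyme with probe and DMSO and 100% = no enzyme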
# bovine MsrA act = activates bovine MsrA enzyme | purified bovine MsrA, absorbance read-out | activation, % at 10.6 µM | 360,000 tested, 0.3% active | AID 602163; in the data active means activation above about 7.5%;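 further: 0% = vehicle and 100% = reference activator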
# Numbers without * were called inactive; i = inactive; nt = no result given; + = active, no number.
(1) COC(=O)/C=C1/S/C(=N/NC(=O)c2ccccc2OC)NC1=O
(2) O=C(NC1CCCCC1)C(C1CC1)n1c(=O)c(-c2ccco2)nc2ccccc21 (centres undefined)
(3) COc1cccc(-c2nc(CS(=O)(=O)CC(=O)N3CCCCC3)c(C)o2)c1
(4) O=C1C=CC(=Nc2ccc3c(c2)Cc2cc(F)ccc2-3)O1
(5) CCN1CN(Cc2ccccc2)CNC1=S
(6) CC1(C)Cc2c(c(N3CCOCC3)nc3sc(C(=O)N4CCCCC4)c(N)c23)CO1
(7) CC(=O)N1C(=O)C(=C2C=C(C)OC(C)=C2)c2ccccc21
(8) O=C(N/N=C/c1ccc(Br)s1)c1ccncc1

compound no.,1,2,3,4,5,6,7,8
FAS TE block,-2,nt,-5,5,-12,0,-50,-4
MLLE-PAM2 inh,-13,nt,-3,26,-85,-11,96,-1
CendR NRP1 mod,-3,-45,4,-4,-6,-8,130,-1
SKN-1 block,7,-2,5,-5,-3,12,-26,-8
Rin1-Abl PPI inh,5,nt,-2,2,-4,0,-3,2
MT1-MMP act inh,-3,-13,6,-1,4,-3,8,0
bovine MsrA act,-6,nt,2,-12,-2,-1,-5,-8
Neddylation inh,i,i,i,i,i,i,i,i
E coli Lon inh,1,nt,10,-9,8,10,-13,0

(9) Cc1ccc(Cn2ccc(NC(=O)c3cc(-c4cccs4)on3)n2)cc1
(10) COc1cc(C(=O)NCC2CCCO2)ccc1OCc1ccc(Cl)cc1Cl (centres undefined)
(11) COc1ccccc1CC(=O)NC1CCC(C)CC1 (centres undefined)
(12) CCN(CC)C(=O)Cn1cc(C(=O)C(=O)NCCCN2CCCCC2)c2ccccc21
(13) CCOC(=O)Cn1c(=NC(=O)C(C)(C)C)sc2cc([N+](=O)[O-])ccc21
(14) CC(=O)N1CCc2cc(S(=O)(=O)CCC(=O)N3CCN(c4cc(C)ccc4C)CC3)ccc21
(15) CN(Cc1cnccn1)C(=O)C1CCC(=O)N(CCc2ccccc2)C1 (centres undefined)
(16) COC(=O)c1ccccc1NC(=O)c1cc2n(n1)C(C(F)F)CC(C(F)F)N2 (centres undefined)

compound no.,9,10,11,12,13,14,15,16
FAS TE block,8,9,-10,-6,27,6,-6,-3
MLLE-PAM2 inh,1,1,-4,3,-5,6,4,3
CendR NRP1 mod,0,2,1,4,-13,8,9,0
SKN-1 block,6,15,3,18,-5,-6,-10,-8
Rin1-Abl PPI inh,-5,-2,-3,2,2,1,25*,0
MT1-MMP act inh,-3,4,-1,-2,0,-1,0,2
bovine MsrA act,-7,0,-10,-3,-4,-5,-3,-9
Neddylation inh,i,i,i,i,i,i,i,i
E coli Lon inh,-11,3,-4,9,-4,-7,0,-9

(17) CC(C)n1c(O)c(/C=C2\C=Nc3ccccc32)sc1=Nc1ccccc1
(18) Cc1ccc(C)c(-n2c(SCC(=O)Nc3nonc3C)nnc2-c2ccoc2C)c1
(19) N#C/C(=C\c1ccc(Br)s1)C(=O)N1CCN(c2ccccc2)CC1
(20) COC(=O)C1=C(C)C(c2ccc(OC)cc2)NC(=S)N1 (centres undefined)
(21) C=CCn1c(SC(C)C(=O)NC2(C#N)CCCCC2)nnc1-c1ccc(OC)cc1 (centres undefined)
(22) COCCCNC(=O)c1ccccc1N(Cc1ccccc1)S(=O)(=O)c1ccccc1
(23) Cc1ccc2nc(SCc3nc4ccccc4c(=O)[nH]3)[nH]c2c1
(24) CN(C)c1ccc(NC(=O)CSc2nc(N)c(C(=O)Nc3ccc(N(C)C)cc3)s2)cc1

compound no.,17,18,19,20,21,22,23,24
FAS TE block,13,11,10,-6,-5,-6,-6,0
MLLE-PAM2 inh,2,-5,-17,-130,-15,-79,-96,36
CendR NRP1 mod,-3,4,-3,2,-6,-1,-17,-2
SKN-1 block,-5,-17,4,-17,15,3,-7,18
Rin1-Abl PPI inh,0,-2,0,0,4,-2,1,2
MT1-MMP act inh,6,0,-7,0,3,-3,-1,-2
bovine MsrA act,-9,0,-4,-1,4,-2,-6,-5
Neddylation inh,i,i,i,i,i,i,i,i
E coli Lon inh,2,-2,-9,-2,-4,2,-8,-12

(25) CC(=O)[C@H]1CC[C@@H](c2ccccc2)N(S(=O)(=O)c2ccc(C)cc2)C1
(26) COC1OC2COC(c3ccccc3)OC2C2OC12 (centres undefined)
(27) CC1CC(=O)N(CC(=O)NC2CCCCC2)c2ccccc2S1 (centres undefined)
(28) CCN(CC)c1ccc2cc(C(N)=O)c(=O)oc2c1
(29) COc1ccc(C(=O)NCc2ccccc2OC)cc1
(30) CN(C)c1cc(C(=O)N(C)c2ccccc2)ncn1
(31) COc1ccc(C(=O)NNC(=O)C2=NN(c3ccccc3)C(=O)CC2)cc1
(32) CCn1nc(C(=O)Nc2cccc3ccccc23)c(Cl)c1Cl

compound no.,25,26,27,28,29,30,31,32
FAS TE block,nt,-2,-5,-13,-4,-6,-4,12
MLLE-PAM2 inh,nt,-3,-31,-47,-10,6,11,-1
CendR NRP1 mod,-9,16,12,-39,-15,1,-14,5
SKN-1 block,-4,15,-14,15,-9,7,4,-5
Rin1-Abl PPI inh,nt,4,-4,-7,0,-4,0,-1
MT1-MMP act inh,0,-4,2,-14,-4,3,0,2
bovine MsrA act,nt,-3,1,-9,-1,-2,-2,-3
Neddylation inh,i,i,i,+,i,i,i,i
E coli Lon inh,nt,-10,-7,-92,0,0,0,-3

(33) CCCCN(CC)S(=O)(=O)c1ccccc1
(34) CCOc1ccccc1NC(=O)c1ccoc1C
(35) CC(C)c1ccc(NC(=O)/C(C#N)=C/c2ccncc2)cc1
(36) Cc1ccc(Nc2nc(-c3c(C)nc4ncccn34)cs2)cc1
(37) O=C(CN1CCCCCC1)Nc1ccc(Br)cc1[N+](=O)[O-]
(38) CCn1c2ccccc2c2cc(NC(=O)C/C(C)=N/NC(=O)c3ccccc3N)ccc21
(39) O=C(NCc1ccco1)C(=O)NCc1ccccc1Cl
(40) COC(=O)C[C@H]1C[C@H]2c3cc(NC(=O)Cc4ccncc4)ccc3O[C@H]2[C@@H](CO)O1

compound no.,33,34,35,36,37,38,39,40
FAS TE block,-1,-10,15,-2,8,7,-8,-10
MLLE-PAM2 inh,-8,9,16,-4,-13,0,8,4
CendR NRP1 mod,-9,6,-1,-10,6,-3,0,-8
SKN-1 block,3,6,6,14,-1,8,2,-10
Rin1-Abl PPI inh,2,-1,-2,-4,-2,1,1,-4
MT1-MMP act inh,0,-1,0,9,3,2,1,0
bovine MsrA act,-4,-9,1,-2,-2,-2,1,4
Neddylation inh,i,i,i,i,i,nt,i,i
E coli Lon inh,-5,1,8,7,-2,10,2,2

# 18 entries from above, with two lines to a compound:
# Screens in order – FAS TE block	MLLE-PAM2 inh	CendR NRP1 mod	SKN-1 block	Rin1-Abl PPI inh	MT1-MMP act inh	bovine MsrA act	Neddylation inh	E coli Lon inh
19. N#C/C(=C\c1ccc(Br)s1)C(=O)N1CCN(c2ccccc2)CC1
→ 10	-17	-3	4	0	-7	-4	i	-9
20. COC(=O)C1=C(C)C(c2ccc(OC)cc2)NC(=S)N1 (centres undefined)
→ -6	-130	2	-17	0	0	-1	i	-2
21. C=CCn1c(SC(C)C(=O)NC2(C#N)CCCCC2)nnc1-c1ccc(OC)cc1 (centres undefined)
→ -5	-15	-6	15	4	3	4	i	-4
22. COCCCNC(=O)c1ccccc1N(Cc1ccccc1)S(=O)(=O)c1ccccc1
→ -6	-79	-1	3	-2	-3	-2	i	2
23. Cc1ccc2nc(SCc3nc4ccccc4c(=O)[nH]3)[nH]c2c1
→ -6	-96	-17	-7	1	-1	-6	i	-8
24. CN(C)c1ccc(NC(=O)CSc2nc(N)c(C(=O)Nc3ccc(N(C)C)cc3)s2)cc1
→ 0	36	-2	18	2	-2	-5	i	-12
25. CC(=O)[C@H]1CC[C@@H](c2ccccc2)N(S(=O)(=O)c2ccc(C)cc2)C1
→ nt	nt	-9	-4	nt	0	nt	i	nt
26. COC1OC2COC(c3ccccc3)OC2C2OC12 (centres undefined)
→ -2	-3	16	15	4	-4	-3	i	-10
27. CC1CC(=O)N(CC(=O)NC2CCCCC2)c2ccccc2S1 (centres undefined)
→ -5	-31	12	-14	-4	2	1	i	-7
28. CCN(CC)c1ccc2cc(C(N)=O)c(=O)oc2c1
→ -13	-47	-39	15	-7	-14	-9	+	-92
29. COc1ccc(C(=O)NCc2ccccc2OC)cc1
→ -4	-10	-15	-9	0	-4	-1	i	0
30. CN(C)c1cc(C(=O)N(C)c2ccccc2)ncn1
→ -6	6	1	7	-4	3	-2	i	0
31. COc1ccc(C(=O)NNC(=O)C2=NN(c3ccccc3)C(=O)CC2)cc1
→ -4	11	-14	4	0	0	-2	i	0
32. CCn1nc(C(=O)Nc2cccc3ccccc23)c(Cl)c1Cl
→ 12	-1	5	-5	-1	2	-3	i	-3
33. CCCCN(CC)S(=O)(=O)c1ccccc1
→ -1	-8	-9	3	2	0	-4	i	-5
34. CCOc1ccccc1NC(=O)c1ccoc1C
→ -10	9	6	6	-1	-1	-9	i	1
35. CC(C)c1ccc(NC(=O)/C(C#N)=C/c2ccncc2)cc1
→ 15	16	-1	6	-2	0	1	i	8
36. Cc1ccc(Nc2nc(-c3c(C)nc4ncccn34)cs2)cc1
→ -2	-4	-10	14	-4	9	-2	i	7

# (further entries)
(41) CCOC(=O)CSc1nc2c(sc(=S)n2Cc2ccco2)c(=O)n1-c1ccccc1
(42) CCOc1ccc(NC(=O)c2ccc(Cl)c(NC(=O)c3ccco3)c2)cc1
(43) O=C(COC(=O)c1cccc(Cl)c1Cl)NC1CCCC1
(44) CCOC(=O)c1[nH]c2ccccc2c1NC(=S)Nc1cccc(C)c1C
(45) O=C(CSc1ccc(F)cc1)N1CCOCC1
(46) Cc1cccc(C(=O)OCC(=O)Nc2ccc3c(c2)OCCO3)c1O
(47) O=C(/C=C/Nc1cccc(C(F)(F)F)c1)c1ccco1
(48) CCC1CCCCN1C(=O)c1ccc(OC2CCN(Cc3ccccn3)CC2)cc1 (centres undefined)

compound no.,41,42,43,44,45,46,47,48
FAS TE block,40,-1,-2,-1,-4,3,6,-6
MLLE-PAM2 inh,1,-6,18,41*,26,-20,-75,9
CendR NRP1 mod,-6,1,0,-6,13,2,-17,18
SKN-1 block,2,4,1,6,6,-4,19,9
Rin1-Abl PPI inh,-1,1,5,1,0,-1,2,4
MT1-MMP act inh,-3,2,-1,-5,1,1,-1,-1
bovine MsrA act,-5,1,-4,-4,-2,1,-11,-4
Neddylation inh,i,i,i,i,i,i,i,i
E coli Lon inh,-4,3,6,-3,6,-14,-8,-3

(49) Cc1ccc(C(O)CCc2ccc(N)cc2)cc1 (centres undefined)
(50) N/C(=N/O)c1nc(N2CCCC2)nc(N(c2ccccc2)c2ccccc2)n1
(51) CCCCN(C)CCNC(=O)CN1C(=O)CSc2ccc(S(=O)(=O)N3CCCC3)cc21
(52) O=C(Cn1ncn2c(cc3sccc32)c1=O)NC1CCCC1

compound no.,49,50,51,52
FAS TE block,-2,-63,-5,2
MLLE-PAM2 inh,19,1,9,9
CendR NRP1 mod,3,2,4,9
SKN-1 block,9,14,-13,2
Rin1-Abl PPI inh,-1,1,6,2
MT1-MMP act inh,-1,-1,0,1
bovine MsrA act,-2,-1,-7,-2
Neddylation inh,i,i,i,i
E coli Lon inh,-4,0,11,-2
